# Compound activity (PubChem BioAssay)
# Redox H2O2 prof: compounds producing H2O2 with reducing agent – biochemical, NIH compound library profiling, artefact control for MLSCN library redox annotation, primary screen; DTT-dependent redox cycling H2O2, phenol red/HRP absorbance; 100% = 100 µM peroxide control, 0% = buffer; activation, % at 10 µM; hit rate 0.03% among 200,000;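 active means activation of at least 50% relative to the plate's high and low controls in the primary single-dose screen; inactive means activation below 50%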;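 further: compound incubated with DTT at 0.8 mM final as the reducing agent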
# Hsp70 act: switches on Hsp70 transcription | HeLa Hsp70 promoter luciferase reporter, luminescence; scaled: vehicle 0, proteasome-inhibitor control 100% | activation, % at 10 µM | hit rate 0.04% among 200,000 | AID 1203;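 active means activation above the mean across all tested compounds plus 3 SD, cutoff set per campaign, cut at about 5.5% in these data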;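 further: 100% = MG132 at 30 µM as the positive control and 0% = DMSO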
# TLR4 MyD88 comp: TLR4-MyD88 interaction inhibition in cells. HeLa CL3-4 TLR4/MyD88 BLA complementation, FRET ratio. O00206+Q99836. inhibition, % at 8.4 µM. hit rate 0.18% among 200,000; in the data active means inhibition above about 25%;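 further: 0% = vehicle and 100% = reference inhibitor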
# Diaph act CS: counter-screen for diaphorase-based assays: diaphorase activators and chemical reducers; activation factor at 20 µM; hit rate 0.005% among 190,000; Diaphorase/resazurin coupled assay, resorufin fluorescence, 16 min; hits give high values; 1 = vehicle wells, 0 = NADH-free wells;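 active means diaphorase activity raised at least twofold by the compound at 20 µM; inactive means activation factor below 2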
#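 System – purified diaphorase enzyme from Clostridium kluyveri · Input – enzyme 0.07 U/mL final · Also added – final NADH 0.114 mM, resazurin 0.1 mM · Measured by – fluorescence of resorufin, 544 nm excitation, 590 nm emission · Timing – 16 min enzyme reaction, ambient temperature · Measure – resorufin increase flagging diaphorase activators or reducers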
# S1P3 antagonist: antagonists of human S1P3 receptor | hit rate 0.27% among 170,000 | Q99500 | CHO S1P3 NFAT-BLA reporter, FRET fluorescence, antagonist mode | inhibition, % at 4.98 µM;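 active means inhibition above the plate cutoff, the mean inhibition of test wells on that plate plus 3 SD, cut at about 28% in these data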;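 further: cells challenged with S1P at its EC80 of 0.8 µM; blue over green emission ratio from cleaved BLA substrate after 4 h stimulation; 0% = S1P-stimulated wells and 100% = unstimulated DMSO-only wells; some compounds past the cut are filed as inactive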
# Target sequence (Q99500 whole entry, looked up): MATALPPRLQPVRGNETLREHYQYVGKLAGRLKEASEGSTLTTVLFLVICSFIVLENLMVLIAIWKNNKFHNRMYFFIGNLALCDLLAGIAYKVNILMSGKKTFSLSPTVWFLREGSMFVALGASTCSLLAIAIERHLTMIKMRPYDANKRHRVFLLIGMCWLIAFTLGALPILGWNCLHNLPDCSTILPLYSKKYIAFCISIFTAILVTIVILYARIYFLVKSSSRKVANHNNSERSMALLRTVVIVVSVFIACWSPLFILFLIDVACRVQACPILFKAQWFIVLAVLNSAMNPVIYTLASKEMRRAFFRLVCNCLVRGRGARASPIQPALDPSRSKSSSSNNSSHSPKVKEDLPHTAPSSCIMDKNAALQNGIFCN
# L major viab: inhibitors of Leishmania major promastigote growth; Leishmania major promastigotes, resazurin fluorescence viability; inhibition, % at 10 µM; hit rate 9% among 200,000;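 further: promastigotes grown with compound for 44 hours at 28 °C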
# RAM network inh: yeast RAM network inhibition; S. cerevisiae dse1pr::URA3 reporter, 5-FOA growth OD615, 2 d; analog-sensitive cbk1-as2 kinase mutant strain; inhibition, % at 50 µM; hit rate 1.8% among 190,000;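 active means inhibition above a set limit, 3 SD over mean compound inhibition, cut at about 8.4% in these data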;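 further: 0% = DMSO-only wells with no growth and 100% = 10 µM 1-NA-PP1 full growth; inhibition rescues growth on 5-FOA so higher OD means more RAM inhibition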
# Diaphorase inh: diaphorase inhibition or chemical oxidation counter-screen. diaphorase resazurin-to-resorufin fluorescence, NADH, 16 min; bacterial (C. kluyveri) enzyme, not human. inhibition, % at 20 µM. hit rate 0.69% among 190,000. AID 1217;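 active means primary screen inhibition at 20 µM above a set limit, cut at about 50% in these data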;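 further: plate controls were DMSO with full reaction for no effect and wells lacking NADH for full effect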
#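 Assay system: diaphorase enzyme from Clostridium kluyveri; Input: enzyme working solution with 0.14 U/mL diaphorase; Timing: 16 min at room temperature; Technique: resorufin fluorescence, excitation 544 nm, emission 590 nm; Benchmarks: positive control minus NADH, DMSO neutral control.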
# G6PDH counter: L. mesenteroides G6PDH inhibition counter-screen; hit rate 0.12% among 200,000; Purified L. mesenteroides G6PDH, diaphorase/resazurin coupled fluorescence, 45 min; inhibition, % at 5 µM
# PMI act hi M6P: activators of human phosphomannose isomerase at near-saturating mannose 6-phosphate; P34949; coupled PMI enzyme assay, resazurin fluorescence, 20 min; hits give high values; 1 = untreated enzyme, 0 = substrate-free blank; activation factor at 20 µM; hit rate 0.34% among 190,000;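 active means activation factor of 2 or more at 20 µM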
# Target sequence (P34949 whole entry, looked up): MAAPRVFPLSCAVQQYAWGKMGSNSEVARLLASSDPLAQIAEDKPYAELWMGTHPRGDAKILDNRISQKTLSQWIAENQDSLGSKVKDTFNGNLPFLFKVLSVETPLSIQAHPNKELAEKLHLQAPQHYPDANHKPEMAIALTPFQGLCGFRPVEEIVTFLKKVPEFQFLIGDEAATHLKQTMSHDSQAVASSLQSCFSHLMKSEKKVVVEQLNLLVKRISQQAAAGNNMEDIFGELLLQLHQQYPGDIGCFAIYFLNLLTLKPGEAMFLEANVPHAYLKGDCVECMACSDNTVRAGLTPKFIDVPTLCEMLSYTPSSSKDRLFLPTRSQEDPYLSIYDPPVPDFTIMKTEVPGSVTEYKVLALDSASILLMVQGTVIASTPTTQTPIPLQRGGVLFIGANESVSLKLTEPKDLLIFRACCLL
#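 Material: human phosphomannose isomerase with PGI, G6PDH, diaphorase coupling enzymes / Reagent: Man-6-P substrate 1.0 mM / Dosing: single compound dose of 20 µM, 1% DMSO final / Incubation: enzyme reaction with compound 20 min at room temperature / Signal: resorufin fluorescence (Ex 544/Em 590 nm) from resazurin via diaphorase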
# PMI activator: phosphomannose isomerase (human) activation; P34949; purified human PMI, coupled resazurin fluorescence, 20 min; hits give high values; 1 = vehicle control, 0 substrate-free wells; activation factor at 20 µM; hit rate 0.005% among 190,000; AID 1214;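 active means activation factor of 2 or more at 20 µM, relative to plate controls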
# Active calls of the source: *; x = no result given. Unless noted, no stated cut-off is given here; in the data, active means inhibition above about 50%; inactive means the rest.
entry	smiles	Redox H2O2 prof	Hsp70 act	TLR4 MyD88 comp	Diaph act CS	S1P3 antagonist	L major viab
1	O=C(Nc1ccc(Cc2ccncc2)cc1)C1CCC(N2C(=O)C3C4C=CC(C4)C3C2=O)CC1 (stereo not drawn)	0.2	-0.2	11	1	x	62*
2	COc1ccc(COc2ccccc2C(=O)NCc2ccccc2)cc1F	0.3	-0.4	17	0.9	-17	7
3	Cc1cc2c(cc1C)NC(c1ccccn1)C1=C(CC(C)(C)CC1=O)N2 (stereo not drawn)	0.7	-0.1	-7	1	14	1
4	Cc1ccn2c(Nc3ccccc3C)c(-c3ccncc3)nc2c1	-0.3	-0.3	3	0.8	10	86*
5	Cc1ccsc1/C=N/N=C1\C(=O)Nc2ccccc21	-0.2	0.0	-17	0.8	7	7
6	CN(C)c1ccc(NS(=O)(=O)c2cccc(Cl)c2)cc1	-0.5	-0.2	-10	0.8	6	4
7	O=C(COC(=O)c1cccc(C(=O)OCC(=O)c2ccc(Br)cc2)n1)c1ccc(Br)cc1	0.6	-0.2	-14	1.1	x	-6
8	O=C(CN1C(=O)NC2(CCCCC2)C1=O)Nc1ccc2c(c1)CCC2	-0.6	-0.4	3	1	2	-1
9	Cc1ccc(S(=O)(=O)c2ccc(Cl)cc2)cc1S(=O)(=O)NC(C(=O)O)C(C)C (stereo not drawn)	0.4	-0.1	11	0.9	-12	51*
10	Cc1nnc2ccc(-c3cccc(NS(C)(=O)=O)c3)nn12	0.7	-0.3	-9	1.2	-25	2
11	CCN(CC)S(=O)(=O)c1ccc2oc(C(=O)NCC3COc4ccccc4O3)c(C)c2c1 (stereo not drawn)	-0.6	-0.1	2	0.9	x	43
12	O=C(NN1CCCCC1)c1ccccc1	-0.5	-0.4	18	0.9	-3	-2

entry	RAM network inh	Diaphorase inh	G6PDH counter	PMI act hi M6P	PMI activator
1	-0.5	-3	0	1	1
2	1.8	11	8	1	0.8
3	2.6	-2	28	1	0.9
4	1.7	20	-14	0.9	0.8
5	1.0	19	6	0.9	1
6	1.4	16	19	0.6	0.9
7	3.1	-5	4	1	1
8	5.4	3	4	1	1.1
9	-0.5	12	14	1	1
10	1.7	-15	6	1.2	1.3
11	2.3	12	-16	0.9	0.9
12	1.5	14	-2	1	1

# The results go on:
entry	smiles	Redox H2O2 prof	Hsp70 act	TLR4 MyD88 comp	Diaph act CS	S1P3 antagonist	L major viab
13	CCOC(=O)c1c(NC(=O)CSc2nnnn2-c2ccc3c(c2)OCCO3)sc(C)c1C	-0.3	-0.1	11	0.8	-14	29
14	c1ccc2c(c1)nc(N1CCOCC1)c1nncn12	0.2	-0.5	-10	0.8	x	2
15	CSc1nc2ccc(NC(=O)c3c(F)cccc3F)cc2s1	0.4	-0.2	0	0.8	1	16
16	O=C(c1noc2c1CCc1ccccc1-2)N1CCc2ccccc2C1	-2.5	0.0	2	0.9	-3	-11
17	CC(NC(=O)c1ccc(Br)o1)c1ccccc1 (stereo not drawn)	0.1	-0.2	11	1	-19	-4
18	Cc1ccc(N=C(NOC(=O)c2ccccc2)c2nonc2N)c(C)c1	-4.1	0.0	4	0.7	x	7
19	COc1ccc(Cn2c(=O)[nH]c3cc(C(=O)NCCCOC(C)C)ccc3c2=O)cc1	-1.3	-0.3	4	1.1	-16	6
20	COC(=O)C1CCN(c2cc(=O)n(C3CCCCC3)c(=O)[nH]2)CC1	-0.2	-0.1	15	1	-15	-2
21	COc1ccc(-c2csc(NC(=O)c3ccc(N4C(=O)CCC4=O)cc3)n2)cc1	-1.0	0.1	11	1	-16	11
22	COc1ccc(S(=O)(=O)Nc2ccc(S(=O)(=O)N3CCOCC3)cc2)cc1	-0.5	-0.1	-1	0.9	x	2
23	CC(C)c1ccc(N(CC(=O)NCC2CCCO2)C(=O)Cn2nnc(-c3cccs3)n2)cc1 (stereo not drawn)	-0.3	0.0	-3	0.7	-5	2
24	Cc1ccc(SC(C)C(=O)Nc2ccccc2C(=O)N2CCOCC2)cc1 (stereo not drawn)	0.2	-0.3	8	0.8	x	9

entry	RAM network inh	Diaphorase inh	G6PDH counter	PMI act hi M6P	PMI activator
13	2.6	21	-7	0.9	0.9
14	1.0	18	-1	1	0.9
15	4.9	20	2	1	1
16	8.0	9	14	0.9	0.8
17	-0.1	2	5	1	1
18	2.3	31	3	0.9	0.9
19	6.0	-7	12	1	1.1
20	0.1	2	4	1	1
21	2.4	0	-6	1	1
22	5.2	8	-4	1	1.1
23	-0.1	26	10	0.9	0.8
24	0.1	21	6	1	0.9

# Remaining list, next part:
entry	smiles	Redox H2O2 prof	Hsp70 act	TLR4 MyD88 comp	Diaph act CS	S1P3 antagonist	L major viab
25	COc1ccc(C(=O)NC(C(=O)NCC2CCCO2)C(C)C)cc1 (stereo not drawn)	-0.2	-0.1	-15	0.9	-23	-7
26	Cc1c(-c2ccc(Br)cc2)[n+](=O)c2c(n1[O-])CCCC2	-0.7	-0.3	13	0.9	-10	-4
27	Cc1cc(-c2nnc(-c3cc4ccccc4oc3=O)o2)c(C)n1-c1ccccc1	-0.5	-0.4	2	0.9	x	4
28	CC(C)=N/N=C(\c1cccc([N+](=O)[O-])c1)C12CN3CN(CN(C3)C1)C2	0.0	-0.1	3	0.8	-7	51*
29	Cc1cc([N+](=O)[O-])ccc1NC(=O)c1ccc(NC(=O)C(C)C)cc1	0.0	-0.1	-8	0.9	5	-5
30	COc1ccc(-n2c(=O)[nH]cc(C(=O)Nc3ccc4c(c3)OCCO4)c2=O)cc1	-0.8	-0.2	-14	1.1	12	0
31	CC1=C(C)C(=O)N(c2ccccn2)C1=O	-4.0	-0.3	-6	1	-29	-2
32	CCc1nc2ccccc2[nH]1	-1.0	-0.1	-4	0.9	x	0
33	Cc1cc(C)nc(NS(=O)(=O)c2ccc(NC(=O)CCN3C(=O)c4ccccc4C3=O)cc2)n1	-1.5	-0.3	-1	1	-39	-5
34	Cc1ccc(OCC(=O)NNC(=O)CCc2ccccc2)cc1	0.8	-0.3	-5	0.9	x	-2
35	O=c1c(Cc2c(F)cccc2Cl)c(O)ccn1C1CCCCCC1	-0.4	0.0	-1	0.9	11	3
36	Cc1ccc(NC(=O)CCS(=O)(=O)c2cccc3nonc23)cc1	-0.5	-0.3	0	1	-8	-6

entry	RAM network inh	Diaphorase inh	G6PDH counter	PMI act hi M6P	PMI activator
25	0.3	10	-1	0.9	0.9
26	-0.9	15	4	1	0.9
27	3.5	13	6	1	1
28	2.6	17	7	1	1
29	0.0	7	3	1	1
30	0.1	-5	7	1	0.9
31	1.0	1	10	1.1	1.2
32	1.2	7	-2	1	1
33	0.1	-2	13	1	1
34	3.2	8	7	0.9	1
35	1.7	10	7	1	0.9
36	1.4	1	2	1.1	1.1

# Record cards, from the list above. Values in the order: Redox H2O2 prof	Hsp70 act	TLR4 MyD88 comp	Diaph act CS	S1P3 antagonist	L major viab	RAM network inh	Diaphorase inh	G6PDH counter	PMI act hi M6P	PMI activator
# Shown for `CSc1nc2ccc(NC(=O)c3c(F)cccc3F)cc2s1` = 0.4	-0.2	0	0.8	1	16	4.9	20	2	1	1
# Shown for `Cc1cc(-c2nnc(-c3cc4ccccc4oc3=O)o2)c(C)n1-c1ccccc1` = -0.5	-0.4	2	0.9	x	4	3.5	13	6	1	1
# Shown for `Cc1ccsc1/C=N/N=C1\C(=O)Nc2ccccc21` = -0.2	0.0	-17	0.8	7	7	1.0	19	6	0.9	1

# Additional compounds
entry	smiles	Redox H2O2 prof	Hsp70 act	TLR4 MyD88 comp	Diaph act CS	S1P3 antagonist	L major viab
37	CCc1nc(C)ccc1OCC(=O)N1CCc2c([nH]c3ccccc23)C1c1ccccn1 (stereo not drawn)	-0.1	-0.3	1	0.9	-2	31
38	O=C(CSc1ncn(-c2ccccc2)n1)NCc1ccccc1	3.1	-0.4	0	0.9	-32	8
39	CCOC(=O)C(NC(=O)CC)C(O)c1cccc([N+](=O)[O-])c1 (stereo not drawn)	-6.9	-0.3	6	0.8	x	-6
40	CCCNc1ccc(S(=O)(=O)N(CC)CC)cn1	0.2	-0.2	-4	1	4	50
41	C=CCNc1ncnc2c1[nH]c1ccccc12	-0.9	-0.5	4	1	24	67*
42	CCOc1ccccc1-n1c(C)cc(C=O)c1C	-0.9	-0.3	14	1	-15	4
43	CCOCCCNS(=O)(=O)c1ccc(NC(=O)CN2C(=O)c3ccccc3C2=O)cc1	-0.7	0.2	-13	0.9	-10	-4
44	CCCN(CCC)c1nc(N)nc(-c2cc(Cl)ccc2OC)n1	-0.2	-0.3	-3	0.7	x	58*
45	CCOc1ccc(C2SCC(=O)N2c2c(C)n(C)n(-c3ccccc3)c2=O)cc1 (stereo not drawn)	-0.1	-0.5	-3	0.8	20	-3
46	CNC(=S)NNC(=O)c1cccn(Cc2ccc(Cl)cc2Cl)c1=O	3.9	-0.6	2	1	x	-4
47	CCCC/C(O)=C1\C(=O)CC(C)(C)CC1=Nc1ccccc1OC	1.5	0.0	-5	0.9	x	7
48	C/C(=C\c1ccco1)C1C(C#N)=C(N)Oc2n[nH]c(-c3ccc(C)cc3)c21 (stereo not drawn)	4.2	-0.2	5	0.9	x	24
49	O=C1NC(c2ccncc2)C(C(=O)c2cccs2)C(O)(C(F)(F)F)N1 (stereo not drawn)	-3.7	-0.1	-7	1	x	3
50	COc1ccc(N(CC(=O)N/N=C/c2cccs2)S(=O)(=O)c2ccccc2)cc1	-0.5	-0.3	-16	0.8	-9	27
51	COC(=O)c1cccc(NC(=O)c2cccnc2)c1	2.2	-0.3	3	1	x	-4

entry	RAM network inh	Diaphorase inh	G6PDH counter	PMI act hi M6P	PMI activator
37	-0.8	14	13	1	0.9
38	1.8	6	0	1	0.9
39	1.6	18	4	0.8	0.8
40	1.2	2	16	0.9	1
41	0.7	-2	4	1.1	1.1
42	3.6	0	8	1	1
43	1.6	11	1	0.9	1
44	0.1	30	-23	0.8	0.8
45	1.9	18	0	1	1
46	0.9	-2	2	1.1	1.1
47	0.8	14	18	0.9	0.9
48	3.7	10	-5	1	1
49	-1.1	-3	5	1.1	1
50	1.6	18	1	0.9	1
51	-0.5	-4	8	1	1.1
